From PubChem BioAssay
ER stress rescue = protection against thapsigargin-triggered cell killing – 384-well, CSM14.1, ATP luminescence, primary screen (AID 1222). 190,000 tested, under 10 active. CSM14.1 thapsigargin-induced death rescue, ATP luminescence; higher % means a stronger effect. cellular ATP content (survival), % at 20 µM, or EC50 in µM where a hit was titrated;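 active = EC50 below 50 µM in the dose-response confirmation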;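 note: death triggered by thapsigargin at about 15 µM added after 2 h compound pretreatment; cell ATP read after overnight thapsigargin exposure of roughly 18 to 22 hours; normalized against plate controls of thapsigargin alone and 5% DMSO vehicle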
West Nile antiviral = inhibition of WNV-induced cytopathic effect – cell-based, CPE readout (AID 1621); West Nile virus-infected cells, CPE inhibition; higher % means a stronger effect; 290,000 compounds, 0.02% hits; CPE inhibition, % at 10 µM; hits with a dose series show IC50 in µM; in the data active = a potency from the dose series; inconclusive = CPE inhibition mostly from about 3.7% at the one dose, without a potency; inactive = the rest, 99 in 100 with CPE inhibition below about 2.2%; note: strong numbers were not always called active
PMI inhibitors = inhibitors of human PMI, primary screen, biochemical, fluorescence intensity, coupled assay (AID 1209) | purified PMI enzyme, coupled fluorescence intensity; higher % means a stronger effect | inhibition, % at 20 µM; hits with a dose series show IC50 in µM | 190,000 compounds, 0.42% hits;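 note: plate controls were DMSO vehicle for no effect and wells lacking substrate for full effect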
human PMI inhibitors = human PMI inhibitors, high substrate, primary screen, biochemical, fluorescence intensity, high mannose 6-phosphate (AID 1220); recombinant PMI enzyme, coupled fluorescence intensity; higher % means a stronger effect; one-dose inhibition, % at 20 µM; IC50 in µM for titrated hits; 190,000 compounds, 0.66% hits
Ins promoter up = MIN6 insulin promoter up-regulation | z-score at 5 µM | MIN6 insulin promoter-GFP reporter, high-content imaging; hits give high values | 190,000 compounds, 0.3% hits;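 active = z-score above 3 at 5 µM with at least 500 cells counted in the well; inconclusive = wells under 500 cells, flagged as cytotoxic or low count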
TNAP activation fold = stimulation of alkaline phosphatase TNAP activity – biochemical, luminescent, no phosphate acceptor, uHTS, primary screen (AID 1001); purified TNAP, luminescent activation assay, no phosphate acceptor; higher activation fold means a stronger effect; one-dose activation fold at 20 µM; EC50 in µM for titrated hits; 200,000 compounds, 0.03% hits; in the data active = activation fold from about 3, or a potency from the dose series; inactive = the rest, 99 in 100 with activation fold below about 1.6; note: many of its hits are not listed in these tables
RSV antiviral HEp-2 = inhibition of RSV-induced cytopathic effect – HEp-2 cells, primary 10 µM value included (AID 2391); HEp-2 cells, RSV-induced CPE inhibition; higher % means a stronger effect; CPE inhibition, % at 10 µM, or IC50 in µM where a hit was titrated; 310,000 compounds, 0.13% hits; in the data active = a potency from the dose series; inconclusive = CPE inhibition mostly from about 23% at the one dose, without a potency; inactive = the rest, 99 in 100 with CPE inhibition below about 21%; note: strong numbers were not always called active
SV40 large T antigen = TAg ATPase/helicase activity blockers – biochemical (AID 1903). 310,000 compounds, 0.39% hits. SV40 large T antigen ATPase/helicase inhibition assay; higher % means a stronger effect. inhibition, % at 20 µM, or IC50 in µM where a hit was titrated; in the data active = a potency from the dose series; inconclusive = inhibition mostly from about 32% at the one dose, without a potency; inactive = the rest, 99 in 100 with inhibition below about 32%; note: strong numbers were not always called active
Salmonella PhoP GFP = inhibitors of PhoP regulon expression, primary screen, Salmonella Typhimurium, GFP reporter (AID 1863); S. Typhimurium PhoP-regulated promoter GFP reporter, 4 h; higher % means a stronger effect; 300,000 compounds, 0.16% hits; one-dose inhibition, % at 50 µM; IC50 in µM for titrated hits;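 active = inhibition over 29.93%, a cutoff 3 SD above the screen mean, later confirmed by dose response; inconclusive = inhibition over 29.93% but no dose response follow-up; inactive = inhibition at most 29.93% or unconfirmed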;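 note: 0% = low Mg2+ inducing control and 100% = high Mg2+ repressing control; strong numbers were not always called active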
Ins promoter up cell count = second read-out of Ins promoter up, no call of its own (marks repeat the call); cell count; measured here: cytotoxicity, nuclei count;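 total cells summed across four imaged fields per well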
An asterisk follows results filed as active; ? = inconclusive; / = not tested or not shown. Cut-off read from the data, not from the text of the source, unless noted: active = inhibition above about 50%; inactive = the rest.

SMILES	ER stress rescue	West Nile antiviral	PMI inhibitors	human PMI inhibitors	Ins promoter up	Ins promoter up cell count	TNAP activation fold	RSV antiviral HEp-2	SV40 large T antigen	Salmonella PhoP GFP
O=C(CN1C(=O)c2ccccc2C1=O)N(CCO)Cc1ccccc1	/	0.3%	/	/	/	/	/	0.9%	5.5%	-9.0%
Nc1nc2nc(-c3ccccc3)cc(=O)n2[nH]1	-1.4%	0.9%	-8.5%	-10.0%	0.36	753	1.1	2.2%	0.6%	-16.4%
Cc1nc(N2CCN(C)CC2)c2cc(-c3ccccc3)sc2n1	9.6%	0.3%	8.1%	2.6%	-0.34	1175	1.2	-1.2%	3.0%	-16.7%
Cc1nc2ncnn2c(C)c1CCC(=O)N1CCc2ccccc2C1	-2.1%	-0.2%	3.5%	-0.9%	-0.35	1324	0.9	-0.3%	0.6%	12.3%
O=C(CN(Cc1ccccc1)C(=O)CNS(=O)(=O)c1ccccc1)NCC1CCCO1 (stereo not given)	/	-0.1%	/	/	/	/	/	0.3%	-28.9%	-4.4%
Cn1c(N)c(C(=O)COC(=O)C2=NNC(=O)CC2)c(=O)n(C)c1=O	/	0.2%	/	/	0.1	1420	/	0.0%	2.4%	-13.4%
Cc1[nH]c2ccccc2c1SCc1ccccc1	-0.7%	0.4%	17.6%	2.6%	-0.2	1616	1.1	-1.1%	2.9%	1.0%
COC(=O)NNC(=O)c1ccc(C(C)(C)C)cc1	-2.9%	1.6%	7.3%	8.0%	-0.12	1201	1.1	2.2%	4.3%	0.9%
O=C(NCCSc1ccccn1)c1ccc(Cl)cc1	-1.8%	0.8%	-3.1%	-11.7%	-0.57	1257	1.1	0.0%	-6.6%	6.0%
CCOC(=O)Cc1cc(=O)[nH]c(/N=C(/NC(=O)c2ccccc2)Nc2ccccc2C(F)(F)F)n1	-1.1%	0.7%	-1.2%	-6.8%	/	/	1.1	1.0%	4.9%	-2.3%
CCn1cc(C(=O)NCCCN2CC(C)CC(C)C2)c(=O)c2cc(S(=O)(=O)N(C)C)ccc21 (stereo not given)	0.5%	-0.2%	5.7%	1.9%	0.19	998	1.1	-1.1%	-8.4%	8.9%
O=C(CCCc1cccs1)NCCc1c[nH]c2ccccc12	/	0.3%	/	/	/	/	/	0.4%	2.1%	-4.8%
COc1ccc(CN2CCc3ccc(NC(=O)CCc4ccccc4OC)cc3C2)c(O)c1	/	0.3%	/	/	/	/	/	21.1%	11.6%	1.9%
C=CCn1c2ccccc2c2nnc(SCN3C(=O)c4ccccc4C3=O)nc21	-0.3%	-0.1%	15.3%	5.0%	-0.35	1579	1	9.7%	5.1%	-1.5%
Cc1oc(C)c2c(=O)ccc3c(c12)OC(N)=C(C#N)C3c1ccccc1Cl (stereo not given)	-0.8%	1.3%	13.5%	38.3%	/	/	1.1	13.5%	35.7%	-16.5%
Cc1nnc(SCC(=O)N2CCCC2)n(N)c1=O	/	0.6%	-7.9%	-9.9%	0.29	1217	1.1	1.9%	11.0%	0.6%
O=C(c1cc(-c2ccco2)on1)N1CCc2ccccc2C1	-1.9%	-0.2%	43.3%	36.0%	-0.18	1054	1.1	0.0%	5.6%	-4.3%
C/C(CC(C)C)=N\Oc1nc(C)cc(C)n1	/	-0.3%	/	/	0.23	1059	/	/	1.3%	1.6%
O=[N+]([O-])c1ccc(N/N=C/c2cccc(O)c2O)c(S(=O)(=O)N2CCOCC2)c1	2.1%	-0.9%	16.7%	44.0%	-1.52	1091	0.2	2.1%	-0.1%	-0.9%
N#Cc1cc(Oc2ccc3ccccc3c2)c(-n2nnc3ccccc32)cc1C#N	0.7%	0.5%	-5.7%	1.6%	-1.46	978	1.2	3.8%	7.7%	-2.0%
C=CCn1cccc(C(=O)Nc2ccc(SC)cc2)c1=O	/	-0.1%	/	/	/	/	/	4.7%	-16.9%	6.6%
O=c1c2c(nc3n1CCCCC3)sc1c(O)cccc12	-3.9%	0.1%	16.0%	3.2%	-1	869	1.1	3.3%	?	-8.9%
CCCCCSc1nnc(-c2ccccc2N)c(=O)[nH]1	-1.0%	-0.9%	3.2%	8.9%	-0.04	1313	1	2.4%	-3.7%	2.4%
CCOc1ccc(NC(=O)CCN2CCN(c3ccccc3OC)CC2)cc1	-0.3%	-0.7%	9.1%	7.1%	1.61	912	1.1	0.4%	-1.0%	5.5%
CC1(C)CC(=O)C=C(Nc2ccc(F)c(Cl)c2)C1	/	-1.2%	/	/	/	/	/	-1.9%	8.6%	-2.2%
c1ccc(-c2oc3ncnc(N4CCOCC4)c3c2-c2ccccc2)cc1	-0.1%	1.5%	19.7%	19.0%	-0.41	1298	1.1	/	5.4%	3.4%
CCOC(=O)C1CCN(C(=O)Cn2ncc3c([nH]c4ccccc43)c2=O)CC1	/	1.4%	/	/	/	/	/	1.7%	10.3%	-11.8%
COC(=O)c1c(C(=O)OC)c2cc(C)ccn2c1Cl	-0.8%	0.0%	-7.5%	-4.4%	0.07	1212	1.2	12.9%	11.2%	-7.6%
COc1ccc2oc(=Nc3ccccc3)c(-c3nc4ccccc4[nH]3)cc2c1	-3.7%	-0.8%	15.0%	6.7%	-0.14	1278	1.1	0.7%	-0.8%	-12.7%
CCCN1Cc2cccc(C(=O)Nc3ccc4c(c3)OCCO4)c2C1=O	-1.0%	0.2%	8.8%	8.4%	-1.18	852	1.2	1.1%	4.6%	6.1%
CCOC(=O)N1CCN(CC(O)c2ccc3cc[nH]c3c2)CC1 (stereo not given)	-1.1%	0.0%	9.1%	10.2%	0.22	1016	1.1	1.0%	3.6%	8.1%
O=C(COC(=O)c1ccncc1)Nc1cc(Cl)c(Cl)cc1Cl	2.1%	/	7.1%	3.3%	/	/	1.1	/	5.1%	-2.2%
Cc1cc2nc(C)c3c(n2n1)CCC3	/	0.2%	-9.9%	-9.6%	-0.73	1317	1	-1.0%	9.9%	-8.5%
COCCOC(=O)C1=C(C)N=C2SCCC(=O)N2C1/C=C/c1ccccc1 (stereo not given)	-0.5%	0.7%	15.1%	13.3%	0.81	910	1	2.2%	-3.2%	-6.5%
O=C(N/C(=C/c1ccc([N+](=O)[O-])cc1)C(=O)N1CCOCC1)c1ccco1	/	0.1%	/	/	/	/	/	0.0%	17.8%	15.4%
COC(=O)N/N=C/c1cn(CCOc2ccccc2)c2ccccc12	/	0.6%	/	/	0.11	970	/	17.6%	7.2%	-5.2%
CC(C)C(C)(C#N)NC(=O)CSc1nc2scc(-c3ccccc3)c2c(=O)[nH]1 (stereo not given)	-4.4%	-0.1%	9.1%	14.2%	0.41	1402	1.1	14.9%	3.5%	-9.3%
CN(C)S(=O)(=O)c1ccc(NC(=S)NC(=O)Cc2ccccc2)cc1	-6.7%	1.0%	-4.2%	-3.1%	0.5	1125	1	-0.7%	21.6%	-1.1%
CCCCC1=CC2=CC(=O)C(C)(OC(=O)CC)C(=O)C2=CN1Cc1ccccc1 (stereo not given)	/	-0.3%	/	/	-0.09	1203	/	-0.4%	19.3%	-1.6%
C[C@@H]1C(=O)O[C@H]2[C@H]1CC[C@@]1(C)C(=O)C=C[C@@](C)(O)[C@H]21	/	0.3%	/	/	/	/	/	1.9%	2.8%	-2.9%
CS(=O)(=O)c1ccc(NC(=O)CN2C(=O)C3CCCCC3C2=O)cc1 (stereo not given)	/	0.7%	/	/	/	/	/	1.1%	10.8%	2.6%
CC(=C/c1ccccc1)/C=N/n1c(C)n[nH]c1=S	/	-0.4%	/	/	/	/	/	-1.7%	10.5%	-3.1%
COC(=O)C1C(=O)NCC1c1ccc(OC)cc1 (stereo not given)	8.2%	0.3%	11.3%	-1.2%	0.46	807	1.1	0.5%	-0.1%	-7.8%
CCOC(=O)CNC(=O)N1CCC(CCOc2ccccc2)(C(=O)OCC)CC1	/	-0.4%	/	/	/	/	/	-0.2%	-0.1%	-9.3%
N#Cc1nc(-c2cccs2)oc1N1CCOCC1	-0.7%	1.2%	2.6%	1.9%	-0.82	1414	1.1	0.5%	11.1%	7.7%
CCOc1ccc(-n2c(SCc3cc(=O)oc4cc(C)c(C(C)C)cc34)nnc2-c2cccnc2)cc1	2.7%	-0.1%	8.3%	5.5%	-0.9	1336	1	41.6%	10.4%	3.2%
CCOCc1nnc(NC(=O)c2cc(Cl)ccc2OC)s1	-2.8%	-0.3%	-10.2%	-12.9%	0.16	854	1	2.6%	7.5%	18.9%
Cn1c(=O)c2c(nc(NC3CCCCC3)n2CC(O)COc2ccccc2)n(C)c1=O (stereo not given)	1.3%	0.5%	-0.9%	4.4%	-0.66	1169	1.2	3.2%	0.6%	0.3%

Among those listed so far, six have a Cl atom:
SMILES	ER stress rescue	West Nile antiviral	PMI inhibitors	human PMI inhibitors	Ins promoter up	Ins promoter up cell count	TNAP activation fold	RSV antiviral HEp-2	SV40 large T antigen	Salmonella PhoP GFP
O=C(NCCSc1ccccn1)c1ccc(Cl)cc1	-1.8%	0.8%	-3.1%	-11.7%	-0.57	1257	1.1	0.0%	-6.6%	6.0%
Cc1oc(C)c2c(=O)ccc3c(c12)OC(N)=C(C#N)C3c1ccccc1Cl (stereo not given)	-0.8%	1.3%	13.5%	38.3%	/	/	1.1	13.5%	35.7%	-16.5%
CC1(C)CC(=O)C=C(Nc2ccc(F)c(Cl)c2)C1	/	-1.2%	/	/	/	/	/	-1.9%	8.6%	-2.2%
COC(=O)c1c(C(=O)OC)c2cc(C)ccn2c1Cl	-0.8%	0.0%	-7.5%	-4.4%	0.07	1212	1.2	12.9%	11.2%	-7.6%
O=C(COC(=O)c1ccncc1)Nc1cc(Cl)c(Cl)cc1Cl	2.1%	/	7.1%	3.3%	/	/	1.1	/	5.1%	-2.2%
CCOCc1nnc(NC(=O)c2cc(Cl)ccc2OC)s1	-2.8%	-0.3%	-10.2%	-12.9%	0.16	854	1	2.6%	7.5%	18.9%
